Screening results from PubChem BioAssay.
TNAP activators: human TNAP enzyme activators, primary screen, biochemical, luminescent, no phosphate acceptor, uHTS (AID 1001). activation fold at 20 µM, or EC50 in µM where a hit was titrated. purified TNAP, luminescent activation assay, no phosphate acceptor; higher activation fold means a stronger effect. hit rate 0.03% among 200,000; in the data active = activation fold from about 3, or a potency from the dose series; inactive = the rest, 99 in 100 with activation fold below about 1.6; note: many of its hits are not listed in these tables
PMI inhibitors: inhibitors of human PMI, primary screen, biochemical, fluorescence intensity, coupled assay (AID 1209). hit rate 0.42% among 190,000. inhibition, % at 20 µM, or IC50 in µM where a hit was titrated. purified PMI enzyme, coupled fluorescence intensity; higher % means a stronger effect;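 note: plate controls were DMSO vehicle for no effect and wells lacking substrate for full effect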
T cell HTS: T cell immune modulators affecting CD8 T cell-vesicle binding; hit rate 0.068% among 330,000; calls only at 7 µM; 2C CD8+ T cell-vesicle binding, flow cytometry; hits give low values;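 active = response, share of CD8 T cells binding vesicles, and their 90th percentile fluorescence all below set limits, cut at about 80% in these data, passing the limit was not always enough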
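incubation = binding step 1.5 h, 37 °C, antibody labelling 20 min, ice | test system = 2C mouse CD8+ T cells | read-out basis = percent CD8+ FL2 mean versus row control | controls = Peptide-free naked vesicles (low) and QL9 vesicles with 0.7% DMSO vehicle (high) | detection = flow cytometry of vesicle-bound cells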
human PMI inhibitors: human PMI inhibitors, high substrate, primary screen, biochemical, fluorescence intensity, high mannose 6-phosphate (AID 1220). recombinant PMI enzyme, coupled fluorescence intensity; higher % means a stronger effect. inhibition, % at 20 µM; hits with a dose series show IC50 in µM. hit rate 0.66% among 190,000
Autophagy HCS: autophagy modulation, high-content screen. calls only at 10 µM (by protocol). MEF GFP-LC3 puncta imaging; test concentration mostly 10 µM. hit rate 0.98% among 190,000;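 active = percentage of spot-positive cells more than 3 SD above its plate mean, without a fluorescence outlier flag or 80% toxicity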;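 note: spot-positive cell cutoff set from DMSO-treated cells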
b-catenin transl: modulators of beta-catenin nuclear translocation | HeLa beta-catenin nuclear translocation, immunofluorescence imaging | nuclear translocation activity, % at 5 µM | hit rate 0.3% among 190,000;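 active = nuclear translocation activity above 50% at 5 µM, with a well cell count of 50 or more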;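 note: per-cell ratio of nuclear to cytoplasmic median beta-catenin stain intensity; plate controls were DMSO negative control for no effect and GSK-3 inhibitor IX positive control for full effect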
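Assay system: human HeLa cells, native beta-catenin; doses: 5 µM primary, 0.02–20 µM confirmation; incubation: compound treatment 24 h, 37°C, 5% CO2; technique: fluorescence imaging of beta-catenin antibody stain plus DAPI; measure: % activation, nuclear-to-cytoplasmic median beta-catenin signal ratio per cell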
Hep lipid drop: modulators of hepatic lipid droplet formation. AML12 mouse hepatocytes, oleate lipid droplets, BODIPY imaging. inhibition, % at 6.5 µM. hit rate 0.4% among 240,000;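 active = lipid droplet intensity inhibited by at least 50%, with more than 500 cells counted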
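Assay system: AML12 mouse liver cells | Compound: 6.5 µM single-point dosing | Schedule: Overnight exposure | Technique: Fluorescence imaging, 20x objective, two fields per well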
Insulin prom up: MIN6 insulin promoter up-regulation; z-score at 5 µM; MIN6 insulin promoter-GFP reporter, high-content imaging; hits give high values; AID 1625; hit rate 0.3% among 190,000;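 active = z-score above 3 at 5 µM with at least 500 cells counted in the well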
MT stabilizer: microtubule stabilization, imaging screen; HeLa tubulin immunostaining HCS, 24 h; share of cells brighter than vehicle mean+2SD; % tubulin-high responders, % at 10 µM; hit rate 0.83% among 200,000;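 active = plate Z-score above 3 for both tubulin-high and condensed-nucleus cell shares, with cell loss under 80%, at 10 µM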;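 note: anti alpha tubulin signal scored within the nucleus-defined area of each cell; some results filed as inactive read as strong as hits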
Insulin prom up cell count: second read-out of Insulin prom up, no call of its own (marks repeat the call); cell count; measured here: cytotoxicity, nuclei count;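 total cells summed across four imaged fields per well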
Hep lipid drop cells 6.5 µM: also measured in Hep lipid drop; calls as there; cell count; measured here: cell count, cytotoxicity flag;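 cells counted across two imaged fields per well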
b-catenin transl cell count 5 µM: further read-out of b-catenin transl, marked with its call; cell count; measured here: cell count, cytotoxicity flag
T cell HTS vesicle-bound %: also measured in T cell HTS; calls as there; double positive events, %; measured here: CD8+ vesicle-bound cell fraction;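 binding gate set so that unloaded-vesicle control wells show 10% double positive cells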
MT stabilizer Hoechst-high %: second read-out of MT stabilizer, no call of its own (marks repeat the call); % Hoechst-high responders; measured here: nuclear condensation Hoechst responders;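 share of cells brighter than vehicle mean plus two SD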
MT stabilizer cytotoxicity %: recorded beside MT stabilizer, whose call it bears; toxicity, %; measured here: cytotoxicity by cell density;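 0% = mean cell density of plate MIN control wells and 100% = no cells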
Autophagy HCS cell loss 18 h: further read-out of Autophagy HCS, marked with its call; toxicity, %; measured here: cell loss, nuclei count;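 cell loss after 18 h compound exposure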
Active calls of the source: *; i = inactive; . = not tested or not shown. Cut-off read from the data, not from the text of the source, unless noted: active = inhibition above about 50%; inactive = the rest.

Start of the listing, in advance, 2 compounds:
No.	Molecule	TNAP activators	PMI inhibitors	T cell HTS	T cell HTS vesicle-bound %	human PMI inhibitors	Autophagy HCS	Autophagy HCS cell loss 18 h	b-catenin transl	b-catenin transl cell count 5 µM	Hep lipid drop	Hep lipid drop cells 6.5 µM	Insulin prom up	Insulin prom up cell count	MT stabilizer	MT stabilizer Hoechst-high %	MT stabilizer cytotoxicity %
1	COc1ccc(/C=C/C(=O)NCC(=O)N/N=C/c2cccnc2)cc1	1	-11.5%	i	61.1	-9.9%	i	-57.7	-1.2	522	9.1	748	.	.	1.9	2.1	8.0
2	Cc1ccccc1NC(=O)CSc1nnnn1C	1.1	-1.2%	i	28.7	12.2%	i	-2.4	-1.2	742	.	.	2.38	1366	2.0	1.3	0.1

Results, repeating the preview:
No.	Molecule	TNAP activators	PMI inhibitors	T cell HTS	T cell HTS vesicle-bound %	human PMI inhibitors	Autophagy HCS	Autophagy HCS cell loss 18 h	b-catenin transl	b-catenin transl cell count 5 µM	Hep lipid drop	Hep lipid drop cells 6.5 µM	Insulin prom up	Insulin prom up cell count	MT stabilizer	MT stabilizer Hoechst-high %	MT stabilizer cytotoxicity %
1	COc1ccc(/C=C/C(=O)NCC(=O)N/N=C/c2cccnc2)cc1	1	-11.5%	i	61.1	-9.9%	i	-57.7	-1.2	522	9.1	748	.	.	1.9	2.1	8.0
2	Cc1ccccc1NC(=O)CSc1nnnn1C	1.1	-1.2%	i	28.7	12.2%	i	-2.4	-1.2	742	.	.	2.38	1366	2.0	1.3	0.1
3	Cc1ccc(Nc2nnc(SCC(=O)NC(Cc3c[nH]c4ccccc34)C(=O)O)s2)cc1 (stereo not given)	1.1	-47.8%	i	7.9	-39.7%	i	-13.7	-3.1	1010	-25.3	618	0.68	1453	1.6	1.9	5.4
4	CN(NC(=O)c1cccc(Cl)c1)c1nc(-c2ccccc2)nnc1C(F)(F)F	1.1	-1.7%	i	57.2	-5.9%	i	2.0	0.2	1425	.	.	-0.12	1631	39.5*	15.7*	43.0*
5	C=C(C)c1cccc(C(C)(C)NC(=O)NCCCN2CCCC2=O)c1	1.1	-8.4%	i	20.5	-7.7%	i	2.3	-1.7	903	.	.	0.06	1229	1.9	1.1	7.0
6	Cc1cc(OC(=O)c2ccc(S(=O)(=O)N(C)C)cc2)c([N+](=O)[O-])c(=O)[nH]1	1.1	-6.9%	i	47.8	-5.5%	i	-12.1	-3.9	1095	-0.5	671	-0.17	1630	3.1	2.4	2.3
7	COc1ccc(/C=N/N2C(=O)c3ccccc3C2=O)cc1	1.1	2.8%	i	33.9	6.2%	i	-2.0	-0.9	476	-11.0	716	0.45	1205	3.1	3.2	11.2
8	COc1ccc(OS(=O)(=O)c2c(C)noc2C)cc1	.	.	i	2.6	.	.	.	-1.2	1389	-23.0	708	1.06	1087	.	.	.
9	COC(=O)c1ccc(S(=O)(=O)NCCSc2nnc3c4ccccc4n(C)c3n2)cc1	1.1	-3.5%	i	24.0	-5.6%	i	29.7	-2.3	744	.	.	-0.97	1093	2.4	1.0	1.6
10	CC1CCCC(NC(=O)COC(=O)c2cc(S(=O)(=O)N3CCCCC3)ccc2N2CCOCC2)C1C (stereo not given)	1.1	-3.4%	i	27.2	3.3%	i	-13.9	-5.3	1089	-1.0	782	0.1	821	2.9	1.3	6.0
11	CCCC(c1nnnn1Cc1ccco1)N1CCN(C(=O)c2ccco2)CC1 (stereo not given)	1.2	-12.4%	i	53.3	-10.1%	i	50.4	1.1	778	.	.	1.14	1175	3.3	2.8	15.4
12	Cc1cc2cc(CN(Cc3cccs3)S(=O)(=O)c3ccc4c(c3)OCCO4)c(=O)[nH]c2cc1C	1	13.6%	i	44.1	1.0%	i	2.1	0.0	1115	-3.0	561	-0.39	1370	5.0	1.8	1.4
13	COc1ccc(N(C)C(=O)c2oc(=O)c3ccccc3c2-c2ccc(C)cc2)c(OC)c1	.	.	i	28.7	.	.	.	2.3	1183	2.5	707	-1.22	1012	.	.	.
14	O=c1oc2ccccc2c(O)c1Cc1cc(Cl)c2cccnc2c1O	.	.	i	16.3	.	.	.	-2.3	1122	-6.5	746	0.33	1482	.	.	.
15	CCOC(=O)c1c(N)sc(C(=O)N2CCCCCC2)c1C	1.1	11.9%	i	47.4	-6.8%	i	2.4	0.5	1127	.	.	0.15	1292	3.2	1.8	4.7
16	COCCn1c(C)cc(C2=NNC(=Nc3ccc(Cl)cc3Cl)SC2)c1C	1.1	-24.1%	i	18.4	-66.0%	i	-0.2	-2.0	1340	.	.	-0.03	1539	3.6	2.0	7.4
17	O=[N+]([O-])c1cc(-c2ccc(C(=S)N3CCOCC3)o2)ccc1Cl	1	43.2%	i	49.1	61.0%*	i	21.4	-0.8	1114	4.4	666	0.13	1338	1.7	1.2	4.2
18	O=C(COc1ccccc1[N+](=O)[O-])OC1CCS(=O)(=O)C1 (stereo not given)	1.1	-7.5%	i	55.4	-2.2%	i	-0.8	.	.	-1.6	754	.	.	4.0	3.1	9.5
19	O=C(O)CC1NC(=O)N(C2CCCCC2)C1=O (stereo not given)	1.1	-16.6%	i	62.9	-10.0%	i	9.1	-0.3	1140	14.2	788	-0.31	1258	1.7	1.4	8.0
20	O=C(O)CC(NC(=O)c1ccc2c(c1)OCO2)c1cccc([N+](=O)[O-])c1 (stereo not given)	0.9	-21.7%	i	32.9	-16.1%	i	11.4	1.7	1086	-10.9	723	-0.4	1182	3.3	3.3	5.1
21	CN(C1CCS(=O)(=O)C1)S(=O)C12CC3CC(CC(C3)C1)C2 (stereo not given)	1	-24.3%	i	16.2	-13.5%	i	-4.6	-2.0	1163	-3.6	780	0.05	1117	1.4	1.5	8.5
22	COc1ccccc1CNC(=S)Nc1cc(C)ccc1C	1.1	-1.7%	i	59.3	7.9%	i	0.0	1.3	1523	-19.7	638	-0.55	1379	1.9	4.7	13.3
23	O=Nc1c(-c2cccc([N+](=O)[O-])c2)nc2ncccn12	.	.	i	38.7	.	.	.	1.7	1276	-3.2	672	-1.01	829	.	.	.
24	CCOc1ccccc1NC(=S)NCCc1ccccc1	1.1	-5.3%	i	46.7	-3.4%	i	-6.0	3.1	840	3.2	652	0.15	1503	1.7	2.0	7.7
25	O=C(CN1CCCCC1)N1CCN(S(=O)(=O)c2ccccc2)C1	1	6.2%	i	59.0	14.0%	i	-3.8	-1.4	1108	3.7	726	1.47	1377	2.7	2.7	9.1
26	Cc1ccc(S(=O)(=O)N2C(=O)CCC2C(=O)Nc2ccc3c(c2)OCCO3)cc1 (stereo not given)	1.1	1.6%	i	20.1	-4.3%	i	-12.1	-0.3	1049	-17.6	720	0.37	1206	1.8	1.4	2.0
27	Cc1ccc(NC(=O)COC(=O)c2ccc3c(c2)NC(=O)C2CCCN32)cc1C (stereo not given)	1.2	-66.7%	.	.	-91.5%	i	-2.6	0.5	1160	.	.	1.25	944	2.1	1.9	12.6
28	O=C(COC(=O)[C@@H]1CCCN1S(=O)(=O)c1ccccc1F)c1ccccc1	1.1	3.6%	i	17.8	5.6%	i	-5.9	-0.9	1119	5.4	712	0.3	1224	1.9	1.3	4.8
29	COC(=O)C[N+](C)(C)C/C=C\c1ccccc1	1.1	-7.9%	i	28.7	-12.0%	i	12.6	0.9	1457	5.5	732	0.63	1348	3.3	1.2	4.8
30	CC1CCN(S(=O)(=O)c2cccc(C(=O)N(C)C3CCS(=O)(=O)C3)c2)CC1 (stereo not given)	1.1	5.0%	i	44.6	-8.4%	i	-10.2	.	.	10.2	753	-1.17	1176	1.9	1.5	4.7
31	Cc1cccc(/C=C/c2nc3ccccc3c(=O)[nH]2)c1	1.1	0.3%	i	73.0	-10.3%	i	18.4	1.7	1545	-2.0	701	-0.06	1314	26.2*	29.9*	59.3*
32	CCCCn1c(CCC(=O)O)nc2c1c(=O)[nH]c(=O)n2CCC	1.2	4.6%	i	42.6	6.2%	i	8.3	-3.4	1253	10.2	711	-0.23	956	3.8	2.5	7.7
33	N=c1sccn1CC(=O)NCCc1ccc(Cl)cc1	1	8.5%	i	5.8	9.6%	i	2.9	-2.3	1065	-1.2	624	-0.43	1937	3.2	1.7	13.8
34	OCCC1CN(Cc2c(O)ccc3ccccc23)CCN1CCc1ccccc1 (stereo not given)	1.1	29.8%	i	17.9	.	i	-2.1	-1.7	992	-15.9	722	0.12	1448	1.4	0.9	6.0
35	CCOC(=O)C(=O)N/N=C/c1cccc(Br)c1	.	.	i	55.7	.	.	.	-1.1	1363	18.7	747	-0.35	1097	.	.	.
36	COC(=O)c1cc(NC2c3ncccc3C(=O)N2Cc2ccccc2)cc(C(=O)OC)c1 (stereo not given)	1	5.4%	i	38.0	11.5%	i	2.3	-0.2	1427	.	.	0.68	1430	7.3	1.0	3.4
37	O=C(COc1ccc([N+](=O)[O-])cc1)N(Cc1ccccc1)Cc1ccccc1	1	0.2%	i	11.3	-3.4%	i	4.9	2.2	545	-6.0	664	-0.39	1279	1.6	3.1	10.2
38	O=C(/C=C/c1cccc([N+](=O)[O-])c1)NCCSc1ccccc1	1	2.9%	i	48.9	-10.4%	i	5.7	-1.9	1258	.	.	-0.73	1606	1.7	1.7	5.5
39	CCCC1CCC(=NNC(=O)OC(C)(C)C)CC1 (stereo not given)	1	-5.6%	i	57.1	2.1%	i	5.8	-2.0	1068	-14.1	687	0.42	1269	2.3	2.1	6.4
40	COc1ccc(CCC(C)NCC2CCCCC2)cc1 (stereo not given)	1.2	0.9%	i	20.0	4.6%	i	0.1	-2.0	1200	-5.5	648	-0.37	1528	4.9	1.8	4.4
41	CCc1ccc(NC(=O)C(=O)N/N=C(\C)CC(=O)Nc2ccc(OC)cc2)cc1	1.3	-14.9%	i	3.9	-7.1%	i	12.8	-0.7	1011	1.1	660	0.47	1376	7.6	1.2	6.5
42	Cc1[nH]c2ccc(C(=O)NCC(C)(C)N3CCOCC3)cc2c1C	1	6.1%	i	65.5	3.4%	i	16.2	-2.2	993	1.4	723	-0.3	1215	3.1	1.9	4.7
